GALR2 blocker = GALR2 antagonists in receptor-expressing cells, primary screen; AID 828, 2007; Galanin receptor type 2 (Homo sapiens), O43603; antagonist mode; inhibition, % at 4 µM; 140,000 compounds, 0.39% hits; in the data active = inhibition above about 27%;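 note: cells stimulated with galanin 1-16 at roughly its EC80; 0% = agonist challenge control and 100% = basal control without agonist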
Target sequence (O43603 whole entry, looked up): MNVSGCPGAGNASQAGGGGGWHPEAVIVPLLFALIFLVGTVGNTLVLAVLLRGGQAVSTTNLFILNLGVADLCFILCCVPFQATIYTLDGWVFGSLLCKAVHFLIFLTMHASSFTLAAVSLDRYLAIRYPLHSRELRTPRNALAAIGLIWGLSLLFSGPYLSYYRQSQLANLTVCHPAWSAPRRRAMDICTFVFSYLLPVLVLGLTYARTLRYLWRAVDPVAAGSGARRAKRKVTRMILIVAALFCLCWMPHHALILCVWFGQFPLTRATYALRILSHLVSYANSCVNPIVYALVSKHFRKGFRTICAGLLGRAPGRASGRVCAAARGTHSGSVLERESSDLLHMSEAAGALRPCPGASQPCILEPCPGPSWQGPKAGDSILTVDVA
MRP1 act = H69AR viability gain despite doxorubicin, primary screen, MRP-1 activator project, H69AR cells, CellTiter-Glo | viability rescue | viability increase, % at 10 µM | 140,000 compounds, 0.61% hits;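 active = viability gain under doxorubicin at or above a set limit, the compound median plus 3 SD, cut at about 4.7% in these data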;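 note: MRP-1 overexpressing cells given doxorubicin 25 µM after compound pretreatment; 18-22 h compound pretreatment then 72 h with doxorubicin before readout; 0% = doxorubicin-only wells and 100% = vehicle-treated cells without doxorubicin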
Yeast lifespan up = compounds extending yeast replicative lifespan, primary screen, S. cerevisiae, OD615 | S. cerevisiae growth with nicotinamide; deaD strain in restrictive glucose medium | inhibition of the nicotinamide effect, % at 10 µM | 130,000 compounds, 0.68% hits | AID 775, 2007;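 active = inhibition above a set limit, placed 3 SD over the median of all compounds, cut at about 26% in these data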;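 note: 0% = nicotinamide-treated wells and 100% = cells grown without nicotinamide; some compounds called inactive have numbers as strong as hits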
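assay system = DeaD-strain S. cerevisiae | measured by = absorbance at 615 nm | probe or stimulus = nicotinamide 1.5 mM | buffer or medium = CSMM-D glucose medium, restrictive | times = 48 h at 30 °C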
HCT116 bCat-KO = primary screen for growth suppressors in beta-catenin knockout HCT116 cells (colon tumor, human); AID 818, 2007; HCT116 beta-catenin knockout viability, CellTiter-Glo, 60 h; stronger effect = lower value; viability, % at 10 µM; 140,000 compounds, 1.5% hits;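 active = viability at or under a set limit, the compound median less 4 SD, cut at about 6% in these data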;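 note: 0% = Hyamine 1622 control at 20 µM and 100% = untreated cell control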
E-sel TNF inh = E-selectin induction blockers in HUVEC – imaging, immunofluorescence, high content, primary screen | HUVEC TNFa-induced E-selectin immunofluorescence | inhibition, % at 2 µM | 120,000 compounds, 0.71% hits;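 active = inhibition above the batch mean plus 3 SD, and confirmed as a hit on visual image review, cut at about 43% in these data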;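 note: 0% = TNF-stimulated DMSO wells and 100% = unstimulated control wells; not every result past the cut was called active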
HCT116 PTEN-null = growth suppression of PTEN-null HCT116, primary screen, cell-based, CellTiter-Glo. AID 827, 2007. 140,000 compounds, 1.2% hits. viability, % at 10 µM. HCT116 PTEN-null viability, 60 h; stronger effect = lower value;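 active = viability at or below a set limit, 4 SD under the median of all tested compounds, cut at about 3.7% in these data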;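 note: PTEN knockout HCT116 line with beta catenin targeted HCT116 as companion control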
Measles CPE = compounds protecting cells from measles virus cytopathic effect, primary screen, measles RdRp inhibitor project, single point, MLSMR library, absorbance; Measles virus-infected cells, CPE protection; 140,000 compounds, 1.5% hits; protection (pct of control), % at 4 µM; AID 841, 2007; in the data active = protection mostly above about 24%, no sharp cut-off; inactive = mostly below about 26%; note: some compounds called inactive have numbers as strong as hits
BB579 growth dn = growth inhibitors of yeast BB579 in restrictive medium, primary screen, yeast lifespan-shortening project, S. cerevisiae; OD615, 48 h; inhibition, % at 10 µM; 140,000 compounds, 0.51% hits;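 active = inhibition above a set limit, 3 SD over the mean compound inhibition, cut at about 44% in these data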; note: inactives centre near -24
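Test system: S. cerevisiae DeaD strain BB579 yeast; Medium: restrictive CSMM-D medium; Compound: one dose, 10 µM compound with 0.25% DMSO; Incubation: 4 h cell preincubation, 48 h compound exposure, 30 °C humidified; Signal: OD at 615 nm; Benchmarks: amphotericin B at 10 µg/mL as positive control.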
Phagocyt inh = inhibitors of macrophage phagocytosis, primary screen, imaging, J774A.1 cells, IgG beads | inhibition, % at 5 µM | J774A.1 macrophage IgG-bead phagocytosis | 110,000 compounds, 0.07% hits;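 active = inhibition above the mean of the plate negative controls plus 5 SD, cut at about 13% in these data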;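 note: phagocytic index as fraction of beads internalized from green versus red external bead signal; plate controls were DMSO negative control for no effect and cytochalasin-D positive control for full effect; some results beyond the cut were filed as inactive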
NPY-Y2 antag = NPY-Y2 receptor antagonists, primary screen, cell-based. Neuropeptide Y receptor type 2 (Homo sapiens), P49146. NPY-Y2 expressing cells, antagonist mode. inhibition, % at 2.7 µM. 140,000 compounds, 0.99% hits. AID 793, 2007; in the data active = inhibition above about 17%;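 note: 0% = vehicle with agonist challenge and 100% = reference antagonist with challenge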
Target sequence (P49146 whole entry, looked up): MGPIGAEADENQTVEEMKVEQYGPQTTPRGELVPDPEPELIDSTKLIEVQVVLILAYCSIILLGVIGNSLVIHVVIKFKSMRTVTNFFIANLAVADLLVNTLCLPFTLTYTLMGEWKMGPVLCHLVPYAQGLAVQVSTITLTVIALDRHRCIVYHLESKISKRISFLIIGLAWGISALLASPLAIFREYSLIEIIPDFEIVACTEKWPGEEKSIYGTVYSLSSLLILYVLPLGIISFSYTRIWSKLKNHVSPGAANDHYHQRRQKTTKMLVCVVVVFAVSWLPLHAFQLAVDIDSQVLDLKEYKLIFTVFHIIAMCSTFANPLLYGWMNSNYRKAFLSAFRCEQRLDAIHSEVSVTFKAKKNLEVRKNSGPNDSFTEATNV
* hit, by the source's call; x = not tested or not shown.

SMILES,GALR2 blocker,MRP1 act,Yeast lifespan up,HCT116 bCat-KO,E-sel TNF inh,HCT116 PTEN-null,Measles CPE,BB579 growth dn,Phagocyt inh,NPY-Y2 antag
COc1ccc(N2C(N)=NC(N)=NC23CCCC3)cc1,7,-1.6,-3,93,-7,93,8,4,0,1
O=C(Cn1c(=O)sc2ccccc21)NCc1ccco1,1,-0.8,-7,93,x,107,14,-28,-1,1
COCCn1c(-c2cccs2)nc2c(c(=O)c3ccccc3n2C)c1=O,-2,-1.8,-4,32,-28,42,22,-22,1,2
Cc1ccc(C(=O)OCC(=O)N2CCc3ccccc32)cc1,-1,3.0,-16,94,-6,98,6,3,x,1
CCN1C(=O)c2cccc3c(NC(=O)C(C)(C)C)ccc1c23,-3,0.1,-9,78,-13,78,3,-7,-1,1
CCCCOc1ccc(N2C(=O)CC(N(O)c3ccccc3)C2=O)cc1 (stereo unspecified),-3,-1.7,-4,90,3,80,1,-33,0,3
OCCNCCOCCOc1ccccc1-c1ccccc1,6,-2.3,-1,96,1,98,5,1,-4,6
CC(Oc1ccc(Cl)cc1Cl)C(=O)Nc1cccnc1 (stereo unspecified),-12,0.8,x,91,13,99,22,-9,x,6
Cn1c(NCc2ccco2)nc2c1c(=O)n(Cc1ccc(Cl)c(Cl)c1)c(=O)n2C,-18,-0.6,4,24,x,27,13,-50,0,1
CC(OC(=O)C1CC=CCC1C(N)=O)C(Cl)=C(Cl)Cl (stereo unspecified),-4,-0.3,-19,94,-9,101,11,-11,0,1
CS(=O)(=O)N1CCN(c2ccccc2NC(=O)Cc2ccccc2)CC1,-6,-3.4,-2,93,-10,94,1,-30,2,9
CC(CCc1ccccc1)NC(=O)/C=C/c1ccc(Cl)cc1 (stereo unspecified),3,-0.8,-3,83,65*,72,44,-22,-3,21*
CCC(C)[C@H](NC(=O)NCc1ccccc1)C(=O)O (stereo partly specified),-3,-0.6,-3,101,x,109,4,-34,1,2
O=C1c2ccccc2C(=O)N1CSc1nnc(Nc2ccccc2F)s1,3,0.5,1,99,52,97,31,-40,-6,8
CSc1ccccc1NC(=O)COc1ccc(Cl)cc1,-2,0.3,-5,86,13,86,11,-5,-6,8
CCCCC(=O)Nc1sc2c(c1C(=O)OCC)CCC(C=O)=C2Cl,-5,-3.2,-1,1.4*,-36,1.1*,10,-17,0,3
CCc1ccc(N2C(=O)/C(=C/c3cccs3)N(CC(=O)OC)C2=S)cc1,5,-1.2,-4,79,5,86,9,-28,x,-1
Cn1c(=O)c2nnn(/N=C(\c3ccccc3)C3CC3)c2n(C)c1=O,2,-0.9,-7,89,x,106,11,-60,0,3
O=C(O)c1cccc(NS(=O)(=O)/C=C/c2ccccc2)c1,-9,-0.4,-1,93,-4,95,12,-47,x,5
CCOC(=O)Cc1csc(NC(=O)c2ccc(Cl)nc2)n1,-1,-2.3,-20,61,6,53,4,-23,x,1
Cc1noc(/C=C/c2ccc(-c3ccccc3Cl)o2)c1[N+](=O)[O-],-13,0.9,-5,97,x,94,23,-37,0,-1
O=C(NCCN1CCCC1)c1cc(-c2ccncc2)nc2ccc(S(=O)(=O)N3CCOCC3)cc12,-5,-1.2,-2,96,-23,97,5,-39,-2,1
CC1SC(c2ccc(Cl)cc2Cl)NC1=O (stereo unspecified),2,-0.9,x,90,-5,95,6,-31,x,2
CN(CC(=O)O/N=C(\N)c1ccc([N+](=O)[O-])cc1)S(=O)(=O)c1ccccc1,4,0.3,-4,89,-13,94,24,-20,0,3
CCOC(=O)CN1N=C(/C=C/c2ccc(C)cc2)CCC1=O,1,-0.1,-27,97,4,96,12,-35,x,4
Cc1cccc(/C=N/NC(=O)C(C)Nc2cccc3ccccc23)n1 (stereo unspecified),-2,-2.1,-11,81,3,84,6,-35,1,2
CCN(CC)c1ccc2cc(C=O)c(=O)oc2c1,0,-2.5,-15,67,x,63,5,-37,3,0
O=C(/C=C/c1cccc([N+](=O)[O-])c1)N1CCN(C(=O)c2ccco2)CC1,11,-1.7,5,97,-4,106,13,-27,-1,0
C=CCN1C(=O)CSc2ccc(C(=O)OCC)cc21,-10,-2.5,-6,91,-16,93,6,-18,-1,3
Nc1ncc(-c2ccc([N+](=O)[O-])cc2)cn1,-4,-2.7,-4,88,21,94,3,-30,-9,2
CN1CCN(CCP(=O)(c2ccccc2)c2ccccc2)CC1,9,-0.8,-4,97,1,104,6,-13,-1,0
COc1cccc(N=C2SC(C(=O)Nc3ccc(F)cc3)CC(=O)N2C)c1 (stereo unspecified),-13,-3.0,-10,93,x,83,8,-27,0,-4
CC(=O)c1cc(-c2ccccc2)n(CC(=O)NC2CCCC2)c1C,-15,-2.0,-6,96,9,103,21,-20,2,2
O=C(COC(=O)CSc1cc(Cl)ccc1Cl)NCc1ccc2c(c1)OCO2,6,1.4,-7,96,8,99,5,-32,-10,4
O=C(NNc1ccc([N+](=O)[O-])cc1)C1CC2CCCC(C1)C2=O (stereo unspecified),9,-0.7,-2,90,5,95,2,-39,x,0
COCCOC(=O)c1c(C)oc2ccc(OC(=O)c3cccs3)cc12,3,1.0,-25,103,x,101,6,-37,0,4
COC(=O)Nc1ccc(S(=O)(=O)N(CCO)CC(F)(F)C(F)F)cc1,-1,-1.4,-8,87,1,80,20,-33,x,-2
CC(=O)c1nn(-c2cccc(Br)c2)cc1C(=O)c1ccccc1,-13,-0.1,-10,90,14,87,17,-86,2,0
COc1cccc(/C=N/NC(=O)c2cc3c(OC)c(OC)ccc3[nH]2)c1OC,13,-1.3,1,32,x,30,15,-25,3,2
C=C(C)C(=O)N1CC2(CC(c3cccc(NC(=O)c4ccccc4)c3)=NO2)C[C@@H]1C(N)=O (stereo partly specified),-4,-2.7,-13,99,-32,86,5,25,x,4
CC(C)(SC(=S)N1CCOCC1)C(=O)O,4,-0.7,-7,104,-1,100,11,-25,x,1
COC(=O)C1=C(C)N(C)C(=O)/C1=C\c1cccs1,10,-4.9,x,87,-20,96,1,-11,x,1
Cc1cc(O)c(NC(=O)c2ccc(Br)o2)cc1C,23,-1.5,-16,69,-19,70,9,-17,0,6
C=CCN1C(=O)CS/C1=N/c1nccs1,-5,-1.1,-25,107,-3,105,3,-41,0,2
CSc1ccc(/C=N/n2c(C)cc(C)cc2=O)cc1,6,0.8,-6,91,27,108,10,-37,-1,2
Cc1cccc(OCC(=O)NNC(=O)CSc2ncc(C#N)c(N)n2)c1,0,-2.6,-12,102,-11,97,10,-6,x,1
COC(=O)CSc1cc(C)nc2ccc(OC)cc12,8,-2.8,-9,94,6,91,12,-1,2,-4
CCCSc1nsc(N)n1,-10,0.8,-2,97,-14,101,1,2,3,-2
Cc1ccc(NC(=O)OCCN2CCN(Cc3ccccc3)CCC2=O)cc1,-6,-1.9,-2,78,x,74,17,-15,x,1
CC(C)(C)c1ccc(S(=O)(=O)Nc2cccnc2)cc1,8,-1.7,2,84,-2,84,2,-10,-3,1
Cc1cc(C)c2[nH]c(=S)cc(C)c2c1,8,-2.4,-12,85,x,83,6,-25,0,8
COCCn1c(-c2ccccc2)cnc1SCC(=O)Nc1cccc2ccccc12,1,-3.5,2,81,x,87,10,8,-3,2
Cc1cc(CN2CCCCC2)oc1C(=O)O,12,-0.5,-2,98,x,102,2,-36,1,2
Cc1cccc(CC(=O)Nc2c3c(nn2-c2cccc(Cl)c2)CS(=O)C3)c1 (stereo unspecified),-8,-0.8,x,90,23,91,6,-9,x,3
Cc1noc(C)c1COC(=O)c1ccc2ccccc2n1,0,0.6,-11,109,7,102,7,-52,-2,0
COc1cc(C2C(C(=O)N3CCOCC3)=C(C)NC3=C2C(=O)CCC3)ccc1OC(C)=O (stereo unspecified),-7,-0.8,6,97,4,112,5,-67,0,0

Sorted by number of heavy atoms (high to low): some entries from above.
SMILES,GALR2 blocker,MRP1 act,Yeast lifespan up,HCT116 bCat-KO,E-sel TNF inh,HCT116 PTEN-null,Measles CPE,BB579 growth dn,Phagocyt inh,NPY-Y2 antag
O=C(NCCN1CCCC1)c1cc(-c2ccncc2)nc2ccc(S(=O)(=O)N3CCOCC3)cc12,-5,-1.2,-2,96,-23,97,5,-39,-2,1
CCC(C)[C@H](NC(=O)NCc1ccccc1)C(=O)O (stereo partly specified),-3,-0.6,-3,101,x,109,4,-34,1,2
CC(C)(SC(=S)N1CCOCC1)C(=O)O,4,-0.7,-7,104,-1,100,11,-25,x,1

New compounds follow:
SMILES,GALR2 blocker,MRP1 act,Yeast lifespan up,HCT116 bCat-KO,E-sel TNF inh,HCT116 PTEN-null,Measles CPE,BB579 growth dn,Phagocyt inh,NPY-Y2 antag
Cn1c(=NC(=O)CN2C(=O)C3CC=CCC3C2=O)sc2ccccc21 (stereo unspecified),0,-3.0,-20,83,x,81,13,-46,-1,0
Cc1ccc2nc(NC(=O)CSc3ncnc4c3oc3ccccc34)sc2c1,-6,-3.2,-8,50,4,62,11,-13,0,3
COc1c(OC(C)=O)ccc(/C=C/c2ccc3cccc(OC)c3n2)c1[N+](=O)[O-],-8,-5.7,-8,58,-1,64,18,-24,-8,-1
COc1ccc(CN2CCN(C(=O)c3cccs3)CC2)cc1,1,-3.7,-2,81,-5,96,19,3,-4,-2
Cc1cc(C)c(C(N)=O)c(SCC(=O)c2cc(C)c(C)cc2C)n1,9,0.1,12,88,-5,87,11,-7,-10,4
COC(=O)C(C)Sc1nnc(Cc2cc(=O)[nH]c(=O)[nH]2)n1-c1cc(C)ccc1C (stereo unspecified),4,-2.0,-4,86,x,78,6,6,0,2
COc1ccc(C(=O)Nc2nc3ccccc3[nH]2)cc1OC,11,-3.3,-7,92,-2,98,23,-44,x,7
Cc1cc2nc(C)n(CCCNC(=O)Nc3ccccc3)c2cc1C,-8,0.2,44,95,10,91,12,-36,x,4
N/C(=N\OC(=O)Cc1ccc(-c2ccccc2)cc1)c1cccc([N+](=O)[O-])c1,-5,1.6,-21,103,-14,105,13,1,x,5
Cc1cc(C)c2cc(CN(Cc3ccco3)C(=O)NCc3ccccc3)c(=O)[nH]c2c1,10,-4.0,0,71,34,65,5,-24,-1,2
Cc1nc(C)c(C(=O)OCC(=O)N2CCN(c3ccccc3)CC2)s1,-1,-0.6,-15,102,15,87,3,-6,x,1
CCC(C)NC(=O)Cn1c(COc2ccc(Cl)cc2Cl)nc2ccccc21 (stereo unspecified),-4,-2.1,4,85,3,87,6,-40,-4,5
COc1cc(OC)c(NS(=O)(=O)c2cc(C(=O)OC(C)C(=O)NC3CC3)c(Cl)cc2Cl)cc1Cl (stereo unspecified),-2,-2.0,-4,83,37,97,3,-32,-2,-2

Bioassay records: PubChem, several laboratories
